Bioassay records as filed in PubChem.
Growth percent in the NCI-60 one-dose screen (48 h, 10 µM unless noted): 100 = growth as untreated, 0 = no growth, -100 = all killed.
786-0: 786-0 renal cancer cells; 81,000 compounds, 5.1% hits
TK-10: TK-10 renal cancer cells. AID 1794769. 81,000 compounds, 3.9% hits
DU-145: DU-145 prostate cancer. 81,000 compounds, 4.2% hits. AID 1794760
PC-3: PC-3 prostate cancer cells | 80,000 compounds, 3.9% hits
U251: U251 CNS tumor cells; 80,000 compounds, 5.4% hits; AID 1794753
UO-31: UO-31 renal cancer; 81,000 compounds, 5.2% hits; AID 1794768
SN12C: SN12C renal cancer cells. 81,000 compounds, 3.8% hits. AID 1794767
SF-295: SF-295 CNS cancer cells. 79,000 compounds, 5.6% hits. AID 1794758
SF-539: SF-539 CNS cancer. 81,000 compounds, 6.8% hits
Active calls of the source: *; · = not tested or not shown; & = joins results of further samples; ! = repeats disagree; [ ] = another dose, or the depositor's remark. The calls were made as follows: active = growth percent below 10; inactive = the rest.

Compound	786-0	TK-10	DU-145	PC-3	U251	UO-31	SN12C	SF-295	SF-539
C=C(C)[C@@H]1CC[C@]2(/C=C(/C#N)C(=O)ON)CC[C@]3(C)[C@H](CC[C@@H]4[C@@]5(C)CCC(=O)C(C)(C)[C@@H]5CC[C@]43C)[C@@H]12	73	107	98	48	86	78	87	88	89
OCCN(Cc1ccccc1)Cc1ncccc1O	97	94	136	92	105	93	116	112	100
O=C(Nc1nc2ccc(OC(F)(F)F)cc2o1)Nc1c(F)cccc1F	98	109	110	95	100	86	81	107	105
N#Cc1cnc2c(C#N)c(Nc3ccccc3)nn2c1-c1ccco1	100	·	97	98	97	81	100	100	93
Cc1c(C(C)(C)O)cn2ncnc(Oc3ccc(NC(=O)Nc4ccc(Cl)c(C(F)(F)F)c4)cc3)c12	27	46	58	22	32	51	44	16	26
CC1=CC(c2ccc(Cl)cc2)N2N=C(C)SC2=N1 (stereo not drawn)	106	102	113	90	99	97	107	106	97
CC(=O)OC1C=CCC2C(=O)c3cccc(O)c3C(O)C12 (stereo not drawn)	106	110	115	101	·	87	103	104	103
O=C(CSc1nc2ccccc2c(=O)n1-c1ccc(S(=O)(=O)Nc2ccc(Cl)nn2)cc1)NC1CCCCC1	104	103	102	99	105	78	102	99	102
O=C1Nc2ccc(Cl)cc2/C1=C/c1ccc(OCC(=O)c2ccccc2)cc1	106	155	95	75	93	60	94	97	96
O=C1Nc2ccccc2C12C(=O)Oc1ccccc12 (stereo not drawn)	108	152	112	94	112	73	100	123	105
CCCOC(=O)C(C)OC(=O)OCCOCCOC(=O)OC(C)C(=O)OCCC (stereo not drawn)	98	109	108	95	101	85	99	·	90
COc1cc2nc(-c3ccc(C(F)(F)F)cc3)cc(OCCN3CCCCC3)c2cc1OC	79	94	71	61	72	54	64	77	74
O=C(Nc1ccc(N2CCNCC2)cc1)c1[nH]ncc1Nc1ncnc2sc3c(c12)CCC3	-81*	-95*	-92*	-84*	-96*	-86*	-75*	-77*	-99*
COC(=O)C(CC(=O)Nc1ccc(C(=O)N2CCOCC2)cc1)c1ccc(C(F)(F)F)cc1 (stereo not drawn)	98	100	104	93	100	94	102	109	105
COC(OC)C1(C)NC(=O)NC1=O (stereo not drawn)	100	96	122	97	102	96	107	103	101
NS(=O)(=O)c1ccc(N=Nc2c(O)n(CC(=O)Nc3ccccc3)c3ccccc23)cc1	1.5*	84	21	21	-15*	31	53	13	-27*
CSc1nn(-c2ccccc2)c2ncnc(Nc3ccc(C)cc3)c12	95	104	99	49	83	69	73	82	98
C/C(=N/NC(=S)NC1CCCCC1)c1sc(Nc2ccccc2)nc1C	106	117	93	85	101	74	92	93	92
CCOC(=O)Cc1cnn(C)c1-n1c(-c2ccccc2)nc2cc(Cl)ccc2c1=O	101	88	108	81	101	83	90	94	95
N=c1nc2c(c(N)n1-c1ccccc1)c(=S)n(-c1ccccc1)c(=S)n2-c1ccccc1	89	91	121	101	98	76	121	100	107
N#Cc1c(Cl)nsc1-c1ccc([N+](=O)[O-])cc1	98	134	106	93	·	86	101	99	101
CCCCNc1ccc2nnc(C)n2n1	89	104	103	92	97	83	95	90	91
COC(=O)c1ccc(O)c(CN2CCN(c3cc4c(cc3F)c(=O)c(C(=O)O)cn4C3CC3)CC2)c1	100	94	108	98	103	83	110	105	94
Cc1cc2nc3c4cc(C#N)ccc4n(CCN(C)C)c3nc2cc1C	6.7*	-2.2*	5.7*	4.7*	2.7*	-28*	2.8*	-4.3*	-15*
CCC(=O)OCC(=O)[C@@]1(OC(=O)CC)[C@H](C)CC2C3C([C@@H](O)C[C@@]21C)[C@@]1(C)C=CC(=O)C=C1C[C@H]3Cl (stereo partly drawn)	108	105	99	94	96	72	58	135	92
CC(=O)/C=C/c1cc2cc(Cl)ccc2[nH]c1=O	75	96	70	77	62	78	77	97	85
CS(=O)(=O)Nc1cncc(-c2ccc3ncnc(Nc4ccc(Oc5ccncc5)cc4)c3c2)c1	82	70	81	60	52	86	75	90	55
CCOC(=O)Nc1cc(NC(=O)OCC)ncn1	114	107	114	104	105	92	98	104	115
Cc1c(Cl)cccc1N=C=S	101	106	112	90	106	81	100	94	90
c1ccc2cc(Cn3c(-c4cccc5ccccc45)[n+](Cc4ccc5ccccc5c4)c4c5ccccc5c5ccccc5c43)ccc2c1	-70*	-80*	-96*	-47*	-91*	-89*	-82*	-84*	-93*
O=C(Cn1cc(CN2CCN(c3ccnc4cc(Cl)ccc34)CC2)nn1)Nc1ccc(Cl)cc1	82	95	102	44	73	43	78	67	74
CC/C(=C(\c1ccc(OCCN2CCCCC2)cc1)c1ccc(OC(=O)c2ccccc2)cc1)c1ccccc1	102	92	111	103	98	84	100	102	97
CN(C)c1ccc2nc3ccc(=O)cc-3sc2c1	44&57	67&61	51&36	33&30	33&21	31&15	34&42	-15*	1.8*!
O=S(=O)(O)c1ccc(-c2nc3ccccc3[nH]2)cc1	97	104	129	88	103	94	85	116	108
CCOC(=O)CC(=N)C(C#N)C(=O)OCC (stereo not drawn)	99	91	109	90	97	92	110	103	102
COC(=O)[C@@]1(/C=C/c2ccccc2)C(=O)N(c2ccc(OC)cc2)[C@@]1(C(=O)OC)c1ccc(Cl)cc1	79	91	103	52	76	73	83	87	88
COc1cc2c3c(n(CCCN4CCOCC4)c(=O)c2cc1OC)-c1nc2c(cc1C3=O)OCO2	-6.0*	79	3.4*	44	-19*	15	8.3*	-31*	-39*
COc1cc2oc(-c3cccc(NC(=O)c4cccc(NC(=O)[C@H](C)N)c4)c3)cc(=O)c2c(OC)c1OC	89	111	96	91	102	71	93	89	93
CCOC(=O)C1CC(C(=O)OCC)C(=Nc2ccccc2)C1=O (stereo not drawn)	103	105	105	90	100	91	99	96	107
COc1ccc(NS(=O)(=O)c2ccc(NC3=C(Cl)C(=O)c4ncccc4C3=O)cc2)nn1	111	141	105	91	110	60	102	104	109
COc1ccc2cc3c(nc2c1)Nn1c(nnc1-c1ccc[nH]c1=S)SC3	96	101	113	105	100	81	99	113	89
O=C1CC(c2nc3ccccc3[nH]2)CN1c1ccc(Cl)cc1 (stereo not drawn)	98	126	106	95	97	72	91	99	95
O=c1c2ccccc2n(-c2ccccc2)c2cc(Cl)ccc12	93	104	119	99	89	88	95	102	94
C=CCN(CC=C)C(=O)Nc1cccc2c(NC(=O)N(CC=C)CC=C)cccc12	94	95	106	97	108	·	96	98	97
CCCCN(CCCC)CCOC(=O)Nc1ccccc1Cl	99	87	103	71	97	77	100	94	118
O=C1S/C(=C\c2ccc(Cl)cc2)C(=O)N1Cc1cc2ccccc2nc1Cl	103	99	105	99	103	89	99	98	95
Cc1cc(N(C)c2ccccc2)nc(N(C)c2ccccc2)n1	96	90	105	104	91	87	99	98	94
CC(C)OC(=O)[C@]12CCC(C)(C)C[C@H]1C1=CC[C@@H]3[C@@]4(C)C/C(=C/c5ccco5)C(=O)C(C)(C)[C@@H]4CC[C@@]3(C)[C@]1(C)CC2	105	109	109	84	97	70	94	105	111
COC(=O)C1(C)CCC[C@]2(C)[C@H]3C[C@H]4C(C(C)C)=C[C@]3(CC[C@@H]12)[C@H]1[C@@H]4[C@@H](OC(=O)c2ccco2)CC[C@@H]1OC(=O)c1ccco1 (stereo partly drawn)	94	105	113	88	100	101	101	98	103
COc1ccccc1Br	99	103	105	97	97	89	109	95	101
CN(C)CCCOc1nn(Cc2ccccc2)c2ccccc12	80	·	·	85	80	71	80	106	92
Cn1c(=O)c2[nH]c(/N=N/SCCO)nc2n(C)c1=O	92	97	107	90	100	97	108	92	91
Cc1ccc(/C=C(\C#N)C(N)=O)cc1	100	98	107	101	101	101	99	108	108
CCOC(=O)Nc1ccc(N=Nc2ccccc2)cc1	69	89	87	·	79	40	75	66	83
COc1ccc2[nH]cc(-c3nc(-c4cn(C)c5ncccc45)cs3)c2c1	88	94	99	74	97	·	95	90	88
CCN(CC)c1ncnc2c1nnn2C	97	84	105	79	97	85	94	99	140
O=C1Nc2ccccc2/C1=C/c1ccc[nH]1	96	64	101	106	83	62	93	102	87
CCOC(=O)/C(C#N)=C\c1ccc(/C=C(\C#N)C(=O)OCC)cc1	105	102	106	97	107	101	101	117	100
Cc1ccc2c(c1)C(=O)N(c1ccc(S(N)(=O)=O)cc1)C2=O	110	99	102	103	102	69	·	101	101
CC/C=C/C(=O)NC1c2ccccc2Oc2ccccc21	88	97	97	93	96	64	·	89	95

Arranged by count of non-hydrogen atoms (descending): part of the list above.
Compound	786-0	TK-10	DU-145	PC-3	U251	UO-31	SN12C	SF-295	SF-539
O=C1S/C(=C\c2ccc(Cl)cc2)C(=O)N1Cc1cc2ccccc2nc1Cl	103	99	105	99	103	89	99	98	95
CC/C=C/C(=O)NC1c2ccccc2Oc2ccccc21	88	97	97	93	96	64	·	89	95
COc1ccccc1Br	99	103	105	97	97	89	109	95	101

A run of entries of the results above:
Compound	786-0	TK-10	DU-145	PC-3	U251	UO-31	SN12C	SF-295	SF-539
O=C(Cn1cc(CN2CCN(c3ccnc4cc(Cl)ccc34)CC2)nn1)Nc1ccc(Cl)cc1	82	95	102	44	73	43	78	67	74
CC/C(=C(\c1ccc(OCCN2CCCCC2)cc1)c1ccc(OC(=O)c2ccccc2)cc1)c1ccccc1	102	92	111	103	98	84	100	102	97

Next results follow:
Compound	786-0	TK-10	DU-145	PC-3	U251	UO-31	SN12C	SF-295	SF-539
COc1cccc(-c2cnco2)c1OCc1c(C)c(COc2c(OC)cccc2-c2cnco2)c(C)c(COc2c(OC)cccc2-c2cnco2)c1C	2.9*	28	73	71	40	31	51	82	19
NC(=O)CC[n+]1ccc(C(=O)O)cc1	100	101	109	97	97	83	95	97	92
COc1cc(OC)c(/C=C/C(=O)c2c(OC)cccc2OC)c(OC)c1	17	34	6.8*	12	5.7*	29	24	1.4*	-11*
COc1cc(/C=C2\CCC/C(=C\c3cc(CN4CCCC4)c(O)c(OC)c3)C2=O)cc(CN2CCCC2)c1O	-4.4*	70	2.4*	31	25	47	30	63	23
CCN(CC)CCNc1ccc([N+](=O)[O-])c2sc3cc(Cl)ccc3c(=O)c12	-80*	67	50	49	40	-80*	-19*	44	35
COc1cc(C2CC(c3ccccc3)=NN2C=O)ccc1Oc1ccnc2cc(Cl)ccc12 (stereo not drawn)	80	91	78	31	89	47	65	43	80
COc1cc(/C=C2\S/C(=N/Nc3nc(-c4ccc(Br)cc4)cs3)NC2=O)cc(OC)c1OC	69	89	·	31	23	57	88	87	77
N#CC(C#N)=C(C#N)Nc1ccc(F)cc1	108	106	113	96	100	83	101	94	95
CN1C(=O)C(=Cc2ccc3c(c2)Cc2ccccc2-3)C(=O)N(C)C1=O	101	96	103	105	102	96	110	103	96
CCCCCCCCCc1ccc(C(=O)Nc2cc(C)ccc2C(=O)OC)cc1	101	121	119	105	112	98	101	103	112
Cc1cc([N+](=O)[O-])c(C)cc1C(=O)O	97	105	109	99	109	85	105	97	98
COc1cc(/C=C/C(=O)N2CCN(C(=O)/C=C/c3ccccc3)CC2)cc(OC)c1OC	101	108	129	94	103	78	111	110	107
Cc1ccc(-c2nc3cc4nc5ccccc5[nH]c4cc3n2)o1	107	142	109	86	102	75	100	102	101
C=CC1=CC2C(O)c3ccccc3N3C(=O)COC23C(OC)=C1 (stereo not drawn)	103	105	109	92	108	83	97	116	109
CCOC(=O)CC[C@H](NC(=O)c1ccc(CNc2nc3cc(C(F)(F)F)ccc3nc2C(=O)OCC)cc1)C(=O)OCC	27	73	92	·	38	91	91	56	66
O=C(Oc1c(Cl)c(Cl)c(Cl)c(Cl)c1Cl)C1CCCN1C(=O)OCc1ccccc1 (stereo not drawn)	68	67	61	11	18	56	60	·	51
COc1cc2oc(-c3cccc(NC(=O)c4cc([N+](=O)[O-])ccc4Br)c3)cc(=O)c2c(OC)c1OC	90	103	92	67	93	79	45	94	73
Cc1ccccc1NC(=S)NC(=O)c1ccccc1	98	105	98	95	98	83	98	96	94
C=C(C)[C@@H]1CC[C@]2(C(=O)NNC(=O)c3ccncc3)CC[C@]3(C)[C@H](CC[C@@H]4[C@@]5(C)CCCNC(C)(C)[C@@H]5CC[C@]43C)[C@@H]12	97	90	106	102	106	93	97	102	103
CCCCCCCC(C)(N)C(=O)O (stereo not drawn)	96	108	112	101	104	102	103	96	98
CC(C)CCNC(=O)Cn1ccc(Nc2ccccc2)cc1=O	113	107	116	101	106	72	97	93	101
C=C(C)C#CC1(O)C=C(OC)C(OC)=CC1=O (stereo not drawn)	104[100 µM]	135[100 µM]	104[100 µM]	89[100 µM]	103[100 µM]	92[100 µM]	100[100 µM]	109[100 µM]	99[100 µM]
CS(=O)(=O)c1ccc(-c2cnc3ccc(-c4cccc(C(F)(F)F)c4)nn23)cc1	·	65	51	66	60	48	72	59	58
Nc1c[nH]c2ccccc12	95	150	95	70	93	74	93	101	105
O=[N+]([O-])c1ccc(N2CCOCC2)cc1	106	105	108	96	108	75	100	109	106
CCOC(=O)n1c2ccccc2c(=O)n1CCO	102	86	108	97	89	86	90	92	96
COc1cc(CNC(=O)CCCC/C=C/C(C)C)ccc1OCc1cn(-c2ccccc2OC)nn1	102	105	98	83	90	73	90	108	106
